Wee1 stabilizer: Wee1 degradation inhibitors, primary screen, cell-based, HeLa, Wee1K328M-luciferase, luminescence; Wee1-like protein kinase (Homo sapiens), P30291; HeLa Luc-Wee1K328M stability; 100% = proteasome inhibitor MG132 effect; reporter increase, % at 5 µM; 220,000 compounds, 1.2% hits; AID 1321, 2008;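 active means activation above the mean of all tested compounds plus 3 SD, set per screening run, cut at about 8.8% in these data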;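 further: cells exposed to compound for 20 h before luminescence read; 0% = DMSO alone and 100% = MG132 at 30 µM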
Target sequence (P30291 whole entry K328M): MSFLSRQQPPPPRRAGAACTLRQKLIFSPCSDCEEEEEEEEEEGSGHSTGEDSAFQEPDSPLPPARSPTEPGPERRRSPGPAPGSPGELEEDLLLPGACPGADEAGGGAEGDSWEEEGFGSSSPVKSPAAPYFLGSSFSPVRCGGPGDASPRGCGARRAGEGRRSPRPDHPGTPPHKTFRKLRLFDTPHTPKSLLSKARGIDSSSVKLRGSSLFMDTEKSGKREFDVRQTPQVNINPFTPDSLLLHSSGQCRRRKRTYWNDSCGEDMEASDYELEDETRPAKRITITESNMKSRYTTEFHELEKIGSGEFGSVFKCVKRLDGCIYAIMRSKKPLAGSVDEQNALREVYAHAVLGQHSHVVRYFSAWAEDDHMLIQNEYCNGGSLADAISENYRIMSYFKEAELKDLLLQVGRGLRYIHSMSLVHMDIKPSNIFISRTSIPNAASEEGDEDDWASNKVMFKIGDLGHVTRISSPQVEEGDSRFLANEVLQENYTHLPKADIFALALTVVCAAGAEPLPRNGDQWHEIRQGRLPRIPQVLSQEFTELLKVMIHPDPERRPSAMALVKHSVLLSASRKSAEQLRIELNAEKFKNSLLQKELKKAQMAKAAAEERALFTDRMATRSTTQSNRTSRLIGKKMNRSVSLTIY
hK5 inh: human KLK5 protease inhibitors, primary screen, biochemical, 1536-well; Kallikrein-5 (Homo sapiens), Q9Y337; recombinant hK5, fluorogenic AMC substrate cleavage; inhibition, % at 5 µM; 210,000 compounds, 0.59% hits; AID 873, 2007;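 active means inhibition of 40% or more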;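 further: 0% = enzyme controls without compound and 100% = no-enzyme blanks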
Target sequence (Q9Y337 67-293 limits assumed): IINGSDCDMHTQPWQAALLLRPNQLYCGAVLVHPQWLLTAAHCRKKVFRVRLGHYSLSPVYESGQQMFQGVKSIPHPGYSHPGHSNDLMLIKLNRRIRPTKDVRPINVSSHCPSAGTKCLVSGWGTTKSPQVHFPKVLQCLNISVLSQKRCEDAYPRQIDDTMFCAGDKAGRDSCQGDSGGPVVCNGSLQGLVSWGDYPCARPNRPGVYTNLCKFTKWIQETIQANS
FXIIa inh: human FXIIa protease inhibitors, primary screen, biochemical, 1536-well; Coagulation factor XII (Homo sapiens), P00748; purified FXIIa, Boc-QGR-AMC fluorogenic substrate, 2 h; inhibition, % at 5 µM; 220,000 compounds, 0.3% hits; AID 800, 2007; in the data active means inhibition above about 40%;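 further: 0% = enzyme with no compound and 100% = blank without enzyme; many of its hits are not listed in these tables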
FXIa inh 1536: human FXIa protease inhibitors, primary screen, biochemical, 1536-well | purified FXIa, Boc-Glu-Ala-Arg-AMC fluorogenic substrate | inhibition, % at 5 µM | AID 798, 2007 | Coagulation factor XI (Homo sapiens), P03951 | 220,000 compounds, 0.14% hits;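 active means inhibition of at least 40%; inactive means inhibition below 40%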;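 further: fluorescence of freed AMC excited at 355 nm; 0% = enzyme without compound and 100% = no enzyme blank; many of its hits are not listed in these tables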
Thrombin inh: human alpha-thrombin inhibitors, primary screen, counter-screen for coagulation protease inhibitor project, biochemical, 1536-well, fluorogenic AMC substrate | Prothrombin (Homo sapiens), P00734 | AID 1046, 2008 | Boc-VPR-AMC fluorogenic substrate cleavage | 220,000 compounds, 0.26% hits | inhibition, % at 5 µM;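 active means inhibition at or above 40%; inactive means inhibition below 40%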;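 further: 0% = enzyme with no compound and 100% = wells without enzyme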
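Material: Human alpha-thrombin protein | Buffer or medium: pH 7.5 Tris-saline with Tween 20 | Reagent: Boc-VPR-AMC substrate, 15 µM final | Schedule: Reaction at ambient temperature | Detection: AMC fluorescence at 355 nm excitation and 460 nm emission | Evaluation: Percent inhibition scaled between no-compound controls and no-enzyme blanks | Controls: no-compound enzyme wells and no-enzyme blanks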
p97 inhibitor: inhibitors of human p97 ATPase, primary screen, biochemical; recombinant p97 ATPase, Kinase-Glo ATP luminescence, 3 h; Transitional endoplasmic reticulum ATPase (Homo sapiens), P55072; inhibition, % at 8 µM; 220,000 compounds, 0.42% hits; in the data active means inhibition above about 15%;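 further: 0% = DMSO vehicle and 100% = wells lacking enzyme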
Furin inh: human furin inhibitors, primary screen, biochemical, fluorescence intensity; P09958; purified furin, fluorogenic substrate cleavage; inhibition, % at 30 µM; 220,000 compounds, 0.061% hits; AID 463115, 2010; in the data active means inhibition above about 25%; further: inactives centre near -15
KCC2 mod: KCC2 cotransporter modulators, thallium flux, primary screen, cell-based, HEK293 KCC2, FluoZin-2 fluorescence, MLSMR. Solute carrier family 12 member 5 (Homo sapiens), Q9H2X9. 190,000 compounds, 2.2% hits. KCC2 cells, thallium flux FluoZin-2 fluorescence. B-score of Tl+ flux slope (higher = more flux/activation; lower = inhibition) at 10 µM. AID 1456, 2008;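 active means thallium flux slope and its plate-corrected score both differing from the plate sample mean at a set confidence after two filtering rounds, in either direction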;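 further: slope of fluorescence scaled to starting intensity during 10 to 20 s after thallium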
PERK inhibitor: block of dimerizer-induced PERK translation repression, primary screen, PERK inhibitor project, CHO PERK-DD cells, SEAP luminescence, HTS. 220,000 compounds, 0.17% hits. inhibition, % at 5.6 µM. CHO PERK-DD fusion, SEAP luminescence translation reporter. Eukaryotic translation initiation factor 2-alpha kinase 3 (Homo sapiens), Q9NZJ5;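 active means inhibition above the mean inhibition of all tested compounds plus 3 SD, set separately per screening campaign, cut at about 2.9% in these data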;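 further: PERK kinase domain activated by AP20187 dimerizer at 100 nM; 0% = DMSO with dimerizer and 100% = rapamycin at 8.4 µM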
* = called active by the depositor; . = no result given; [ ] = another dose, or the depositor's remark.

SMILES	Wee1 stabilizer	hK5 inh	FXIIa inh	FXIa inh 1536	Thrombin inh	p97 inhibitor	Furin inh	KCC2 mod	PERK inhibitor
CC1CCN(CCCn2c(=S)[nH]c3ccc(N4CCOCC4)cc3c2=O)CC1	-1	-18	-2	-8	4	0	-11	0.72	0.2
O=C(Nc1ccc(Cl)cc1)c1ccncc1	-2	0	-7	-1	-3	0	-13[20 µM]	0.4	1.0
Cc1ccc(-n2[nH]c(C)c(/C=C3/C=Nc4ccccc43)c2=O)cc1C	1	-7	12	7	0	2	-6[20 µM]	1.1	0.1
CCN(Cc1nc2ccccc2c(=O)[nH]1)Cc1nc2cc(OC)c(OC)cc2c(=O)[nH]1	-1	-16	5	0	-5	-5	-27[20 µM]	0.12	-1.4
COCCCN=Cc1c(C)[nH]n(-c2ccc(Br)c(C)c2)c1=O	1	-16	-2	-5	-9	-12	-9	-1.1	-0.7
C=C(Br)Cn1c(CCC)nc2ccccc21	0	-10	4	-4	1	-1	-26	.	0.4
COc1ccc(OCC(=O)OCCN(C)C)cc1	-1	6	-5	-7	-2	5	-14[20 µM]	0.8	1.0
NC(=O)COC(=O)c1cc(Cl)cc(Cl)c1N	2	-10	-2	-10	-3	3	-68	0.027	1.1
CCC(CC)C(=O)NC12CC3CC(CC(C3)C1)C2	-2	-19	-4	-14	-1	-5	-12[20 µM]	1.1	-0.8
COc1ccc(Cn2nnnc2C(c2cccs2)N2CCSCC2)cc1 (stereo unspecified)	0	-18	4	-1	-13	-3	-10	.	-0.6
CCC(C(=O)N1CC2(C)CC1CC(C)(C)C2)N1C(=O)c2ccccc2C1=O (stereo unspecified)	-2	-6	19	2	-2	0	-4	.	-1.0
O=C(CCN1C(=O)c2ccccc2S1(=O)=O)Nc1nc2c(s1)CCCC2	-1	-19	8	2	0	0	-8[20 µM]	-3.8*	-0.4
CCOC(=O)N1CCN(C(=O)c2cc3c(-c4ccc(Cl)cc4)nn(C)c3s2)CC1	-3	-1	7	-1	8	3	-4	-1.4	0.0
COc1cccc(Sc2ccccc2/C=N/NC(N)=O)c1	4	-3	5	4	.	2	-29	0.41	-0.6
COc1ccc(NC(=O)c2ccc(COc3ccccc3)o2)cc1	1	-4	10	5	5	-4	-8[20 µM]	-4.4*	0.7

SMILES	Wee1 stabilizer	hK5 inh	FXIIa inh	FXIa inh 1536	Thrombin inh	p97 inhibitor	Furin inh	KCC2 mod	PERK inhibitor
CC(NC(=O)c1ccccc1)C(=O)NC1=NCCS1 (stereo unspecified)	-2	3	10	4	0	3	-14[20 µM]	0.91	0.3
CCOC(=O)N1CCN(CCC(=O)Nc2ccccc2OC)CC1	3	5	34	3	7	-5	-15[20 µM]	2.1	-0.8
Clc1ccc(/C=N/Nc2nn[nH]n2)cc1	0	-7	1	-4	-1	-1	-5[20 µM]	0.5	0.2
COc1ccc2cc[nH]c2c1	4	-29	7	-5	1	2	-14	0.046	0.1
O=C(c1ccccc1)N1CCN(Cc2ccccc2C(F)(F)F)CC1	1	-4	3	-1	1	1	-24	-0.3	0.3
COc1cccc(CN2CCNC(=O)C2CC(=O)NCCc2cccc(C)n2)c1OC (stereo unspecified)	-1	2	8	0	2	2	-7	0.58	1.0
O=C1CC2(CCCC2)CC(=O)N1c1ccccc1	1	-4	4	-7	-8	4	-26	0.32	0.7
Cc1c(NC(=O)/C(C#N)=C/c2ccc(-c3ccccc3Cl)o2)c(=O)n(-c2ccccc2)n1C	1	-5	5	-2	-9	0	-10	-2.1	-0.9
Cc1ccc(C(O)P(=O)(OCc2ccccc2)c2ccc(N(C)C)cc2)cc1 (stereo unspecified)	0	0	7	3	-2	-1	-14	-1.4	-1.3
CC(CCc1ccccc1)NS(=O)(=O)c1ccccc1 (stereo unspecified)	-1	0	7	-1	-4	-1	5[20 µM]	-0.31	-0.3
O=C(CSc1nnc(CNC(=O)c2ccco2)o1)c1ccc(Cl)cc1	-2	-13	1	1	-10	2	-19[20 µM]	-0.11	0.2
Cc1ccc(NC(=O)CSc2ncnc3ccccc23)cc1S(=O)(=O)N1CCCCCC1	-3	-14	8	1	-3	-1	-14	-1.4	-0.9
Cc1cc(NC(=O)CSc2nc3ccc(Cl)cc3[nH]2)no1	-2	-5	19	5	3	-1	-17[20 µM]	-0.0089	-0.7
COc1ccc(-c2cc(C(=O)OC(C)C(=O)Nc3c(C)n(C)n(-c4ccccc4)c3=O)c3ccccc3n2)cc1 (stereo unspecified)	1	30	6	15	1	6	-7	-1.4	-0.3
CCOc1ccc(NC(=O)CN2CCN(CC(=O)c3ccc(OCC)cc3)CC2)cc1	-1	5	3	3	-2	-7	-13[20 µM]	.	-0.7

SMILES	Wee1 stabilizer	hK5 inh	FXIIa inh	FXIa inh 1536	Thrombin inh	p97 inhibitor	Furin inh	KCC2 mod	PERK inhibitor
C=CCN1C=CC=C/C1=C1\SC(=S)N(C)C1=O	-3	-8	1	-7	-3	1	-15	0.42	0.4
COc1ccc(NC(=O)CN2CCCN(S(=O)(=O)c3ccc(F)cc3)CC2)cc1	-1	-7	0	-6	-7	-2	-18[20 µM]	-0.53	-1.0
CCc1cccc(NC(=O)Cn2cccc2)c1	-2	2	-26	-2	-3	0	-13	0.87	1.9
c1coc(-c2nnc3n2C2(CCCC2)Cc2ccccc2-3)c1	0	1	5	4	-4	-7	-12[20 µM]	0.61	-0.3
COCC(=O)Oc1c(Sc2ccccc2[N+](=O)[O-])c(C)nn1C(C)(C)C	-3	-5	-1	-6	-7	4	-11	.	-0.1
Cc1ccc(C(C)C)c(OCCCN2CC(C)OC(C)C2)c1 (stereo unspecified)	2	-1	9	3	-2	-7	-26[20 µM]	0.13	-0.2
CCOc1ccccc1N(CC(=O)N1CCOCC1)S(=O)(=O)c1ccccc1	1	-1	8	0	-2	-2	-26[20 µM]	.	-0.3
O=c1[nH]c(SCc2ccccc2)nc2[nH]ncc12	1	12	10	1	-5	2	-26	-1.5	1.1
Cc1nc2ccc3nc(NC(=O)c4ccc(S(=O)(=O)N5CCOCC5)cc4)sc3c2s1	-4	1	4	-12	-6	3	-23[20 µM]	.	1.4
Fc1ccc(NC(=S)Nc2ccc(Cl)cc2)cc1	1	6	10	1	2	4	-10	-1.7	0.4
N/C(Cc1cccc2ccccc12)=N\OC(=O)c1ccc2c(c1)OCO2	-4	-4	9	10	-5	4	-22	-0.12	1.8
COC(=O)c1ccc(N2C(=O)c3ccc(OC)c(OC)c3C2=O)cc1	4	.	.	.	.	2	-25	.	1.0
Cc1cc(C(=O)CN2C(=O)NC(Cc3c[nH]c4ccccc34)C2=O)c(C)n1C (stereo unspecified)	-1	-24	-7	-17	12	1	-13	-3.6	-0.5
COc1c(Cl)cc(Cl)cc1CNCCNCC(C)O (stereo unspecified)	-3	-5	13	1	0	5	-14[20 µM]	0.046	1.8
Cc1sc(NC(=O)c2ccco2)c(C(c2cccnc2)N2CCCC2)c1C (stereo unspecified)	3	-10	-1	-5	-2	0	-14[20 µM]	-0.13	0.3

SMILES	Wee1 stabilizer	hK5 inh	FXIIa inh	FXIa inh 1536	Thrombin inh	p97 inhibitor	Furin inh	KCC2 mod	PERK inhibitor
CCC1CCCCN1CCCNC(=O)C1CCC(=O)N1Cc1ccc(C)cc1 (stereo unspecified)	0	1	16	2	-2	4	-15	.	0.2
O=C(CNS(=O)(=O)c1c(Cl)cccc1Cl)OCc1csc(-c2ccccc2)n1	-1	-14	12	3	-10	-1	1	-4.1*	0.5
COC(=O)c1cc(NS(=O)(=O)c2ccc3c(c2)CCC(=O)N3)cc(C(=O)OC)c1	-1	-4	15	0	4	6	-12[20 µM]	1.8	1.5
Cc1ccc(O)c(C=Nc2cc(C)ccc2O)c1	2	-1	8	11	-3	8	-22	0.11	1.4
CS(=O)(=O)Nc1cccc(S(=O)(=O)N2CCN(C(=O)c3ccccc3)CC2)c1	1	8	16	10	18	0	-7	0.75	0.7
C#CCOCCOCCOCCNc1nc(N2CCN(C(=O)Cn3cc(CC(C)O)nn3)CC2)nc(N2CCN(C(=O)[C@H](C)n3cc(CCCN=C(N)N)nn3)CC2)n1 (stereo partly specified)	-1	-7	9	3	40*	-1	-19	0.71	1.3
Cc1ccc2nc(NCC(N)=O)nc(-c3ccccc3)c2c1	1	1	-5	-12	-4	4	-7	-1.5	-0.1
Cc1cccc(NC(=S)N2CCC(c3nc4ccccc4o3)CC2)c1	-2	-12	8	16	3	1	-34	-0.29	-0.2
CC(C)OC(=O)C1C(=O)CC(C)(O)C(C(=O)OC(C)C)C1c1cccnc1 (stereo unspecified)	5	-8	6	0	-2	-3	-12	.	-0.1
COc1ccc(OC)c2[nH]c(=O)c(CCNC(=O)c3ccc(S(=O)(=O)N(C)C)cc3)cc12	1	-5	6	2	2	2	-21	-1.1	0.5
COc1cccc(-n2c(SCC(=O)c3c[nH]c4ccccc34)nc3ccccc3c2=O)c1	0	-10	12	4	1	4	-9	-0.19	0.4
Cc1ccc(NC(=O)C2CCCNC2=O)nc1 (stereo unspecified)	0	-2	13	4	-3	-2	-14[20 µM]	0.085	0.9
Cc1ccc(S(=O)(=O)Nc2cccc(C(=O)Nc3cc(C)ccn3)c2)cc1	2	-14	19	-6	-11	-7	1[20 µM]	-0.33	-1.6
O=S(=O)(Nc1ccc2c(c1)oc1ccccc12)N1CCCC1	2	-20	14	-2	-1	4	-19	-0.89	0.7
COc1ccccc1NC(=O)c1nn(C)cc1Br	-3	17	3	-5	-3	5	-31[20 µM]	0.2	0.8

SMILES	Wee1 stabilizer	hK5 inh	FXIIa inh	FXIa inh 1536	Thrombin inh	p97 inhibitor	Furin inh	KCC2 mod	PERK inhibitor
Cc1ccc(S(=O)(=O)N2CCc3ccccc3C2CN2C(=O)c3ccccc3C2=O)cc1 (stereo unspecified)	0	1	15	8	2	1	-13[20 µM]	-1.4	-0.1
O=C(CCCCN1CCCCC1)c1ccc2c(c1)Cc1ccccc1-2	1	-6	4	-3	-18	5	-28	0.19	-0.1
O=C(Cc1ccccc1[N+](=O)[O-])NCc1ccc(Cl)cc1Cl	9.4*	3	5	-10	-7	-6	-4	-0.21	-0.3
Fc1ccc(C2=CC(c3cccs3)n3nnnc3N2)cc1 (stereo unspecified)	1	-1	3	-2	-5	1	-24	0.86	0.7
CSc1nc(C)c2c(n1)N(c1cccc(C)c1)CC2	0	-8	9	4	-3	-3	-6	.	0.1
CC(=O)Nc1ccc(NC(=O)Nc2ccc(C)c(C)c2)cc1	5	-9	5	-7	-5	1	-15	-0.28	0.1
COc1ccc(C(=O)CSc2nnc(NC(=O)C3CC(=O)N(c4ccccc4C)C3)s2)cc1 (stereo unspecified)	2	-4	8	3	-7	11	-10	-0.3	1.0
Cc1cc(C)nc(/N=C(/NC(=O)Nc2ccc(Cl)c(Cl)c2)Nc2ccccc2)n1	0	-1	15	4	-13	2	-11	-0.35	0.9

Screening results: PubChem BioAssay, several laboratories

Random draw from the library. Share with any hit: about 4.4%.
